# High-throughput results (PubChem BioAssay)
# TDP2 inh = blocks human TDP2 phosphodiesterase activity; inhibition, % at 12.8 µM; recombinant TDP2, T5PNP hydrolysis, p-nitrophenol absorbance 415 nm; AID 720702; 0.34% of 370,000 active; O95551;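 active = inhibition above the mean of all tested compounds plus 3 SD, set per campaign, cut at about 25% in these data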;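 also: 0% = DMSO with enzyme and 100% = buffer with substrate but no TDP2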
# Target sequence (O95551 whole entry, looked up): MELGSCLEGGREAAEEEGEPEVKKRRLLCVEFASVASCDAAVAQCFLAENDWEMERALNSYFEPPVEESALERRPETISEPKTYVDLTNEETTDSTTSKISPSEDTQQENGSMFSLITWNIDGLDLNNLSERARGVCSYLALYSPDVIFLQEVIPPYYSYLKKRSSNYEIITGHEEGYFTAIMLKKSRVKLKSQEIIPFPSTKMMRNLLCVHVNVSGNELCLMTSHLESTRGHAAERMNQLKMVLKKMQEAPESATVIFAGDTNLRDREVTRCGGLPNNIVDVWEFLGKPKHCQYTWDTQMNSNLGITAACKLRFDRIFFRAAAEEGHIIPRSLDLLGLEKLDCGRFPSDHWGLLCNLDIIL
#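 Assay system: Recombinant human TDP2 | Quantity: 120 nM TDP2 per well | Incubation: 2 h at 37 °C | Signal: Epi absorbance | Evaluation: Percent inhibition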
# Tn6 DDE FP = DD(E)-Tn6 binding inhibition, primary FP screen. 0.21% of 370,000 active. Fibrin DD(E) TRITC-Tn6 fluorescence polarization displacement. P02675. inhibition, % at 8.3 µM;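 active = inhibition above a per-campaign cutoff: mean of compounds within control limits plus 3 SD, cut at about 15% in these data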;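 also: 0% = median of all compound wells on the plate and 100% = blocking peptide control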
# ARFGAP1 inhibitor = inhibits rat ARF GTPase activating protein 1; Arfgap1-stimulated ARF1 GTP hydrolysis, GDP FP detection; 0.26% of 360,000 active; inhibition, % at 16.5 µM; Q62848;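 active = inhibition above a per-plate limit, mean inhibition of low control wells plus 3 SD, cut at about 25% in these data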;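 also: 0% = DMSO wells with enzyme and 100% = wells lacking Arfgap1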
#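 Replicates: Single well per compound | Assay system: Truncated rat Arfgap1 GAP domain | Control set: No-Arfgap1 wells (100%) versus DMSO full-reaction wells (0%) | Times: Enzyme reaction 120 min at 25 °C after 20 min preincubation | Reagent: Human ARF1(Δ1-17)-GTP substrate | Measured by: Tracer-displacement fluorescence polarization with EDTA stop, 620/688 nm | Measure: Percent inhibition of Arfgap1-stimulated GTP hydrolysis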
# LEDGF integ inh = blocks HIV-1 LEDGF/p75-dependent DNA integration. TR-FRET IN-LEDGF/p75 DNA integration, Eu/Cy5. inhibition, % at 3.7 µM. 0.64% of 370,000 active. AID 743269;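 active = inhibition above the screen-wide mean plus 3 SD, cut at about 13% in these data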;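 also: signal is the Cy5 over europium emission ratio at 671 and 618 nm; 0% = plate median of compound wells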
# ADAM10 inh = inhibits human ADAM10; 0.62% of 370,000 active; inhibition, % at 7 µM; AID 720582; O14672; recombinant ADAM10, EDANS/DABCYL FRET peptide cleavage, 3 h;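 active = inhibition above a per-campaign cutoff equal to the mean of compounds falling between control-based bounds plus 3 SD, cut at about 20% in these data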;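 also: 0% = DMSO wells while the 100% control is not disclosed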
# Tn7 DDE FP = inhibitors of Tn7 peptide binding to human fibrin DD(E); FP displacement of FITC-Tn7 peptide from fibrin DD(E); 0% = median of compound wells per plate; inhibition, % at 8.3 µM; 0.13% of 370,000 active; AID 720508;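 active = inhibition above the mean of compounds falling within the control limits plus 3 SD of them, cut at about 14% in these data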;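 also: 0% = plate median of compound wells and 100% = 10 µM Aha-Tn7 peptide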
#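 Also added: labelled Tn7 tracer, 0.1 µM; Assay system: human fibrin DD(E) protein; Amount: 2 µM fibrin DD(E); Schedule: 10 min compound pre-incubation, 3 h probe incubation at room temperature; Repeats: one replicate per compound; Read-out basis: percent inhibition; Measured by: fluorescence polarization of the labelled Tn7 tracer.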
# PLCg1 inh = blocks human PLC-gamma1 enzyme activity. 0.84% of 370,000 active. AID 720700. purified PLC-gamma1, fluorogenic substrate, fluorescence. inhibition, % at 12.2 µM; in the data active = inhibition above about 9.5%
# proKLK7 act = activators of human kallikrein-7 zymogen; P49862; purified proKLK7, EDANS-DABCYL substrate fluorescence; 100% is mature enzyme control, 0% vehicle; activation, % at 7 µM; 0.9% of 370,000 active; AID 652039;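 active = activation above the mean of all tested compounds plus 3 SD, computed per campaign excluding outliers beyond control limits, cut at about 13% in these data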
# Target sequence (P49862 whole entry, looked up): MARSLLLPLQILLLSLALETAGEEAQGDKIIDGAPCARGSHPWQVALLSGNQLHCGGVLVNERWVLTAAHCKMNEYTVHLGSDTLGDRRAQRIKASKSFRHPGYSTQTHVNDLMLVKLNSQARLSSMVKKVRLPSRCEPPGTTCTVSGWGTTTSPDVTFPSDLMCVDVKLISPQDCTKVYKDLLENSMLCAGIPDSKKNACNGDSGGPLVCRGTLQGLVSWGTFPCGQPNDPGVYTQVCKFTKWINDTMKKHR
# ADAM17 inh = inhibits human ADAM17. AID 720648. 0.83% of 370,000 active. inhibition, % at 6.95 µM. recombinant ADAM17, EDANS/DABCYL FRET peptide cleavage. P78536;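 active = inhibition above the mean of compounds lying between control limits plus 3 SD, set per campaign, cut at about 8.5% in these data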;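 also: 0% = DMSO-only wells as the low control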
# ASAP1 inh = ASAP1 ArfGAP inhibition. Q9ULH1. ASAP1-stimulated ARF1 GTP hydrolysis, GDP FP detection. inhibition, % at 16.5 µM. 0.19% of 360,000 active; in the data active = inhibition above about 25%;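 also: 0% = vehicle with enzyme and substrate and 100% = no enzyme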
# Target sequence (Q9ULH1 325-724 limits assumed): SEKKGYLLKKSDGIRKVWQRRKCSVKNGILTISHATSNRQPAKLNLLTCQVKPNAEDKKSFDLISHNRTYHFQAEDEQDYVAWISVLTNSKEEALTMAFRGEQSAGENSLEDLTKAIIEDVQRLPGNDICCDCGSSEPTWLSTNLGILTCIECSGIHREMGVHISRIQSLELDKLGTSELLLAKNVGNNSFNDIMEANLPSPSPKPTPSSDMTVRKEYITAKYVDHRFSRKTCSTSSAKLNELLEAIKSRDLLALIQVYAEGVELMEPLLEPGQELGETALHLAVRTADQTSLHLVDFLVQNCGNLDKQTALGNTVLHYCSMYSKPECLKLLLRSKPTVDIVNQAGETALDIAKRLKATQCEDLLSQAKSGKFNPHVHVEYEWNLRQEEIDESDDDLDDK
# The depositor's hits bear a star; x = not tested or not shown.
mol	TDP2 inh	Tn6 DDE FP	ARFGAP1 inhibitor	LEDGF integ inh	ADAM10 inh	Tn7 DDE FP	PLCg1 inh	proKLK7 act	ADAM17 inh	ASAP1 inh
COc1ccc(NS(=O)(=O)c2cccc(C(=O)OCC(=O)N3CCN(c4ccc(OC)cc4)CC3)c2)cc1	0	4	2	0	5	-2	3	0.6	4	-1
Cc1cc(C)c2c(N)c(C(=O)N/N=C/c3cccs3)sc2n1	-8	-11	7	4	-139	-3	-127	-8.6	-62	0
CCN(CC(=O)Nc1ccc(OC)cc1)C(=O)c1ccc2ccccc2c1	-1	-7	-2	0	-7	-2	-4	0.4	-2	1
O=C(Nc1ccc2cn[nH]c2c1)c1c(Cl)cccc1Cl	-6	2	7	1	3	-6	-2	0.2	1	7
CCc1ccc(NC(=O)CSCCN2C(=O)c3ccccc3C2=O)cc1	-2	12	9	-5	3	5	-1	-0.6	-1	0
Cc1cc(Br)ccc1NC(=O)CN(C)C(=O)C1CCN(C(=O)c2ccc(F)cc2)CC1	3	-1	7	1	-4	0	-2	0.3	-3	0
Cn1cnc([N+](=O)[O-])c1Oc1ccccc1	0	-8	15	-2	-1	-3	2	-0.3	1	6
CCN1CCN(c2ccc(S(=O)(=O)N3CCOCC3)cc2NC(=O)C2CCC(C(C)(C)C)CC2)CC1 (configuration not stated)	-2	1	-8	-3	-5	10	0	-0.2	-1	5
COCCNC(=O)C(c1ccc(O)cc1)N(Cc1ccco1)C(=O)CCC(=O)Nc1ccccn1 (configuration not stated)	5	3	-7	-4	-12	8	-4	-0.2	-3	-16
COc1ccccc1NS(=O)(=O)c1cccc(C(=O)N/N=C2\CC(=O)CC(C)(C)C2)c1	1	11	-5	-3	-3	3	-31	-1.6	-3	-16
COc1cccc(/C=C/C(=O)OCC(=O)c2ccc3c(c2)NC(=O)CO3)c1OC	3	0	-9	-2	-45	8	-23	-3.6	-23	-4
C=CCNC(=O)c1cc(-c2ccccc2O)on1	-5	-4	6	5	0	-6	-6	0.1	-1	10
Cn1cccc1Cc1nnc(SCC(=O)Nc2ccc3c(c2)OCCO3)n1CCc1ccccc1	-9	-10	1	8	10	4	1	0.7	6	0
C[C@H](CO)N1C[C@H](C)[C@@H](CN(C)S(=O)(=O)c2cn(C)cn2)Oc2ccc(NC(=O)C3CC3)cc2C1=O	-2	-4	10	0	2	2	-5	-0.2	-4	-3
CCOc1ccc(-c2noc(-c3csc([C@@H]4C[C@H](O)[C@@H](CO)O4)n3)n2)cc1	5	-3	0	-1	-2	-2	2	0.8	-1	-17
Cn1c(=O)c2cc(S(=O)(=O)NC(Cc3ccccc3)C(=O)NCc3ccco3)ccc2n(C)c1=O (configuration not stated)	-11	3	-10	2	-8	3	75*	0.1	1	-9
O=C(Nc1cscc1S(=O)(=O)c1ccc(Cl)cc1)c1ccccc1Cl	8	-5	-1	0	10	-8	2	1.0	4	5
O=C(NC(Cc1ccccc1)c1ccc2c(c1)OCCCO2)c1ccccc1F (configuration not stated)	2	-8	2	-2	-4	4	2	0.4	-1	1
CCCCOc1ccccc1P(=O)(O)CP(=O)(c1ccccc1)c1ccccc1	3	7	-12	0	7	-2	1	0.0	-2	8
CN(CCNC(=O)CCNC(=O)Cn1ccc2ccccc2c1=O)Cc1ccccc1	-7	0	6	-2	-12	2	-4	0.2	-4	0

# Later entries:
mol	TDP2 inh	Tn6 DDE FP	ARFGAP1 inhibitor	LEDGF integ inh	ADAM10 inh	Tn7 DDE FP	PLCg1 inh	proKLK7 act	ADAM17 inh	ASAP1 inh
O=C(OCCOCCN=C1NS(=O)(=O)c2ccccc21)C1CC(=O)N(c2ccccc2)C1 (configuration not stated)	-5	3	1	0	-8	2	0	-0.1	1	-13
CCCOc1ccc(N/C=C/C(=O)c2cc(OC)c(OC)c(OC)c2)cc1	1	-4	7	-2	-3	-7	-22	-3.6	-5	-2
CCOc1ccc(NC(=S)N2CCC(NC(=O)c3ccccc3C)CC2)cc1	5	7	4	5	7	-4	3	-0.2	3	5
Cc1nc2ccccc2c(=O)n1NC(=O)/C=C/c1ccc(Br)cc1	9	5	-6	0	9	4	4	-0.1	0	6
CCC1Oc2ccccc2N(CC(=O)NCCc2ccc(OC)c(OC)c2)C1=O (configuration not stated)	-1	3	-7	2	4	5	-2	-0.6	-3	4
Nc1nnc(SCC(=O)Nc2cccc(S(=O)(=O)N3CCOCC3)c2)s1	14	-4	1	5	-2	3	2	0.2	0	9
CC1CCN(C(=O)c2ncn3c2C(=O)NC[C@H]3C)CC1	-7	3	-2	3	-9	5	0	-0.5	-4	-4
CCC1(CC)C(=O)N(c2ccccc2)C(=N)N(c2ccccc2)C1=O	-5	9	3	-4	-10	1	1	-0.2	-9	7
COC(=O)COc1ccc(C(c2c(C)[nH][nH]c2=O)c2c(C)[nH][nH]c2=O)cc1	13	-2	1	-4	6	3	1	0.0	-3	9
COC(=O)/C=c1/sc2nc3ccccc3n2c1=O	-11	9	-2	6	-3	4	-1	-0.7	3	14
C=CCn1c(Oc2cc(C)ccc2C)nc2c1c(=O)n(C)c(=O)n2C	-10	-1	-8	10	4	-3	6	-0.6	8	-1
COc1ccc(Cn2c(-c3ccccc3)nc3c(c(=O)c4ccccc4n3C)c2=O)cc1	0	9	-5	-2	-4	-1	0	0.3	1	0
Cc1ccc(CNC(=O)CCS(=O)(=O)c2ccc3c(c2)CC(C)N3C(=O)C2CC2)cc1 (configuration not stated)	-13	-4	5	3	-2	-11	3	0.7	4	4
COc1cccc(C(=O)Nc2cccc(C(=O)N3CCOCC3)c2)c1	-1	-1	10	3	-11	-4	2	-0.6	-4	3
CC(C)(C)C1CCc2c(sc3c2C(=O)NC(c2ccco2)N3)C1 (configuration not stated)	5	4	-5	1	-53	0	-52	0.0	-18	-3
O=C(NCCC(=O)N(CCc1ccccc1)Cc1ccccc1)c1ccc(Br)cc1	-3	4	5	-3	0	10	2	0.5	1	-13
Cc1nc2nc(SCC(=O)O)nn2c(C)c1Cc1c(F)cccc1Cl	-12	-6	9	-4	-16	-8	-2	-0.2	-8	13
Cn1nc(C(=O)NC2=NCCS2)ccc1=O	-7	12	4	1	1	8	3	-0.3	-1	-1
O=C(c1cnn(C(=O)c2ccccc2)c1)c1ccccc1O	2	7	4	0	7	-6	-3	2.9	1	1
C/C=C/c1ccc(OCC(=O)N(CCOC)c2c(N)n(CCCC)c(=O)[nH]c2=O)c(OC)c1	-10	1	-13	1	-5	-7	0	0.3	-1	-6

# Molecules listed so far that contain a tert-butyl group:
mol	TDP2 inh	Tn6 DDE FP	ARFGAP1 inhibitor	LEDGF integ inh	ADAM10 inh	Tn7 DDE FP	PLCg1 inh	proKLK7 act	ADAM17 inh	ASAP1 inh
CCN1CCN(c2ccc(S(=O)(=O)N3CCOCC3)cc2NC(=O)C2CCC(C(C)(C)C)CC2)CC1 (configuration not stated)	-2	1	-8	-3	-5	10	0	-0.2	-1	5
CC(C)(C)C1CCc2c(sc3c2C(=O)NC(c2ccco2)N3)C1 (configuration not stated)	5	4	-5	1	-53	0	-52	0.0	-18	-3

# Entries shown so far that have an NH in an aromatic ring (3):
mol	TDP2 inh	Tn6 DDE FP	ARFGAP1 inhibitor	LEDGF integ inh	ADAM10 inh	Tn7 DDE FP	PLCg1 inh	proKLK7 act	ADAM17 inh	ASAP1 inh
O=C(Nc1ccc2cn[nH]c2c1)c1c(Cl)cccc1Cl	-6	2	7	1	3	-6	-2	0.2	1	7
COC(=O)COc1ccc(C(c2c(C)[nH][nH]c2=O)c2c(C)[nH][nH]c2=O)cc1	13	-2	1	-4	6	3	1	0.0	-3	9
C/C=C/c1ccc(OCC(=O)N(CCOC)c2c(N)n(CCCC)c(=O)[nH]c2=O)c(OC)c1	-10	1	-13	1	-5	-7	0	0.3	-1	-6

# Additional records:
mol	TDP2 inh	Tn6 DDE FP	ARFGAP1 inhibitor	LEDGF integ inh	ADAM10 inh	Tn7 DDE FP	PLCg1 inh	proKLK7 act	ADAM17 inh	ASAP1 inh
CCc1nnc(NC(=O)C(CC)c2ccccc2)s1 (configuration not stated)	5	2	-2	1	-5	-3	1	-0.5	-3	-12
Cc1ccc(C(=O)CC2SC(N)=NC2=O)cc1 (configuration not stated)	-3	2	5	1	-14	5	-6	-0.6	-5	9
O=C(NCc1ccccc1F)C(=O)NCC1CCCN1S(=O)(=O)c1cccs1 (configuration not stated)	8	2	-3	3	2	2	-4	-0.3	0	-4
CCCCN(C(=O)c1c(CC)noc1C)c1c(N)n(CCC)c(=O)[nH]c1=O	-2	2	0	6	2	10	7	0.1	7	-3
Cc1cccc(C(=O)Nc2c(-c3ccc(F)cc3)nc3ncccn23)c1	6	-8	x	1	-329	-5	-270	8.9	-94	x
CC(=O)C1=C(O)C(=O)N(CC#N)C1c1cccs1 (configuration not stated)	7	0	6	2	0	2	-2	-0.7	-6	2
CCCn1cc(S(=O)(=O)CC(=O)N2CCc3ccccc32)c2ccccc21	-7	-5	-11	7	-10	0	0	0.3	2	-4
CC(=O)Nc1ccc(N2C(=O)CC(c3ccccc3)CC2=O)cc1	-1	1	3	3	-3	10	6	-0.1	1	1
COc1cccc(/C=C2\SC(=O)N(CCC(=O)NNC(=O)c3ccccc3Cl)C2=O)c1	-4	0	0	2	-4	0	0	-0.3	-6	-2
C[C@@H]1CN([C@H](C)CO)C(=O)c2cc(-c3ccc(C(=O)N(C)C)cc3)cnc2O[C@@H]1CN(C)C(=O)c1cccnc1	2	8	-7	-13	-5	9	0	-0.1	0	-10
O=C(CCN1CCN(c2ccc([N+](=O)[O-])cc2)CC1)c1ccc(Cl)cc1	-11	9	-6	-4	-1	2	2	0.0	-3	7
